Bioassay records: PubChem, several laboratories
ABHD4 inh – ABHD4 (mouse) inhibition, primary FP screen; purified mABHD4, FP-Rh probe fluorescence polarization; inhibition, % at 8.92 µM; actives 0.54% (n = 370,000); AID 720543; Q8VD66;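 active = inhibition exceeding the mean over every tested compound plus 3 SD, cut at about 30% in these data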;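 note: 0% = plate median of compound wells and 100% = S159A mutant with DMSO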
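assay system = mABHD4 protein | compound dosing = single nominal dose of 8.92 µM, 0.89% DMSO final | read-out basis = percent inhibition of probe binding, normalized to plate controls | schedule = Enzyme–compound pre-incubation 45 min, then probe 60 min, both 25 °C | detection = fluorescence polarization, excitation 525 nm, emission 598 nm, BODIPY TMR filters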
SIAE primary – blocks human sialic acid acetylesterase. actives 0.69% (n = 370,000). SIAE FP-Rh probe binding, fluorescence polarization. Q9HAT2. inhibition, % at 9.66 µM;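 active = inhibition above a cutoff: mean of compounds within the control limits plus 3 SD of those, cut at about 17% in these data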;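 note: 0% = plate median of compound wells and 100% = probe without SIAE protein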
TDP2 absorb – blocks human TDP2 phosphodiesterase activity; recombinant TDP2, T5PNP hydrolysis, p-nitrophenol absorbance 415 nm; inhibition, % at 12.8 µM; actives 0.34% (n = 370,000); AID 720702;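 active = inhibition above the mean of all tested compounds plus 3 SD, set per campaign, cut at about 25% in these data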;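 note: 0% = DMSO with enzyme and 100% = buffer with substrate but no TDP2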
Target sequence (O95551 whole entry, looked up): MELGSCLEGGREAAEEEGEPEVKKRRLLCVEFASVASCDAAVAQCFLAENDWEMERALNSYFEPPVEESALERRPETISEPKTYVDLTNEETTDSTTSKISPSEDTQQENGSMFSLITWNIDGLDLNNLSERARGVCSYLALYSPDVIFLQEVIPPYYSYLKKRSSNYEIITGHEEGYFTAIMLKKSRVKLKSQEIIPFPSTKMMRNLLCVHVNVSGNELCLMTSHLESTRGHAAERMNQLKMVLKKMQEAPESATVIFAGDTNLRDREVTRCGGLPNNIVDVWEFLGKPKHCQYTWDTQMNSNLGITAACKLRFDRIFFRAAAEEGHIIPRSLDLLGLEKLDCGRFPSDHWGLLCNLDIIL
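Incubation: 2 h at 37 °C; Test system: recombinant human TDP2; Quantity: enzyme 120 nM; Read-out basis: percent inhibition; Medium: 50 mM Tris-HCl pH 7.5 with Mg2+, KCl, DTT, BSA; Repeats: single replicate; Compound: 12.8 µM single point, 1% DMSO; Signal: epi absorbance; Reagent: 5 mM T5PNP chromogenic substrate; Benchmarks: no-enzyme high, DMSO-plus-enzyme low.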
MBD2 inh – MBD2-methylated oligo binding inhibition | Q9UBB5 | TR-FRET, MBD2 binding to methylated oligonucleotide | inhibition, % at 4.4 µM | actives 0.31% (n = 370,000) | AID 686964; in the data active = inhibition above about 13%
HTRA1 inh – blocks human HTRA1 serine peptidase. Q92743. recombinant HTRA1, FP-rhodamine activity-based probe, fluorescence polarization. inhibition, % at 5.96 µM. AID 504803. actives 0.5% (n = 340,000); in the data active = inhibition above about 36%;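 note: 0% = enzyme with DMSO and 100% = wells lacking enzyme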
Target sequence (Q92743 whole entry, looked up): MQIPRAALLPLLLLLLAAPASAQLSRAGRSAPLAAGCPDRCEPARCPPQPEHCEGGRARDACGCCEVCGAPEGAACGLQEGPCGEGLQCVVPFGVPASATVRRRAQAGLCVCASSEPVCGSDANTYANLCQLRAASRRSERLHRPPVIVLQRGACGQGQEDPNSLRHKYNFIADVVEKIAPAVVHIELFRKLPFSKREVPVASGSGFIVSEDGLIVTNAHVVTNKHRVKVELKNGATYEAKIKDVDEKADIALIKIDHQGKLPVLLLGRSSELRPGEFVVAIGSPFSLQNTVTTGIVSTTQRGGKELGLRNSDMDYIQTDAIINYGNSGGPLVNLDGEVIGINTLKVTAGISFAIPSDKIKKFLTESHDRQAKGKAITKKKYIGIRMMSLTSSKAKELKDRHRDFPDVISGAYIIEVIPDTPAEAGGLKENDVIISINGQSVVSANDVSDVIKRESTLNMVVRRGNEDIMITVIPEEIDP
PRMT1 inh – blocks human protein arginine methyltransferase 1 | Q99873 | recombinant PRMT1, activity-based probe fluorescence polarization | inhibition, % at 2.79 µM | actives 1.3% (n = 370,000);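 active = inhibition above about 21% made by adding two undisclosed values, limit read from the data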
TCR CD3 inh – inhibitors of human TCR-CD3 interaction; TAMRA-labeled TCR probe fluorescence, biochemical; inhibition, % at 9.4 µM; actives 0.37% (n = 360,000); AID 651800; in the data active = inhibition above about 19%;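 note: recombinant mutant TCR 2C K166C tagged with TAMRA read by polarization; 0% = receptor in buffer alone and 100% = receptor with positive control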
rCAG binder – binds r(CAG) RNA repeats; inhibition, % at 3 µM; AID 651821; r(CAG) RNA repeat, TO-PRO-1 dye displacement fluorescence; actives 1.3% (n = 370,000);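 active = inhibition above the plate cutoff, the mean of all test compounds on that plate plus 3 SD, cut at about 35% in these data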;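 note: 0% = DMSO alone and 100% = 100 µM mitoxantrone as full dye displacement; higher means more dye released from RNA so lower well fluorescence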
NPR2 activator – GC-B (human) receptor activation | P20594 | HEK293-GC-B cells, CNP EC30, cGMP TR-FRET; 0% at EC30 CNP, 100% saturating CNP | activation, % at 10 µM | actives 0.11% (n = 370,000);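 active = activation at 10 µM reaching about 35% in either raw or pattern-adjusted values, limit read from the data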
LEDGF integ inh – blocks HIV-1 LEDGF/p75-dependent DNA integration. actives 0.64% (n = 370,000). TR-FRET IN-LEDGF/p75 DNA integration, Eu/Cy5. inhibition, % at 3.7 µM;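 active = inhibition above the screen-wide mean plus 3 SD, cut at about 13% in these data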;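 note: signal is the Cy5 over europium emission ratio at 671 and 618 nm; 0% = plate median of compound wells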
Numbers without * were called inactive; x = not tested or not shown.

SMILES | ABHD4 inh | SIAE primary | TDP2 absorb | MBD2 inh | HTRA1 inh | PRMT1 inh | TCR CD3 inh | rCAG binder | NPR2 activator | LEDGF integ inh
CC(C)(C)C(=O)CSc1ncnc2c1cnn2-c1ccccc1 | -2 | -4 | 4 | -1 | x | 4 | -5 | -1 | -4 | -2
COc1cc(/C=N\Nc2nc(-c3ccc(C)cc3)c(NC(C)=O)s2)ccc1O | 14 | 22* | 7 | 1 | 21 | -1 | -4 | 18 | 8 | -4
Cc1cccc(NC(=O)CNC(=O)CCNC(=O)c2ccc(C(C)(C)C)cc2)c1C | -2 | 9 | -6 | -2 | -2 | -2 | 3 | -1 | 0 | 3
CO/N=C(\N)c1nonc1N | 4 | 0 | 7 | -5 | 6 | -2 | 6 | 0 | 1 | 2
COc1ccccc1NC(=S)Nc1ccc2cn[nH]c2c1 | 3 | 5 | -5 | -1 | 9 | 9 | 0 | 0 | 4 | -10
CC[C@H](C)Cc1cn([C@@H](CCCCN)C(=O)NCCCCCCCCCCC(=O)N2CCNCC2)nn1 | 7 | 6 | 5 | 3 | 3 | -1 | 2 | 4 | 4 | -4
Cc1cc(/C=N/NC(=O)C(=O)NCc2ccccn2)c(C)n1-c1cccc(Br)c1 | -2 | 4 | 10 | -3 | 5 | -1 | 7 | -4 | 0 | -1
O=C1NC2(CCCCCC2)C(=O)N1Cc1ccccc1Br | -13 | 4 | -9 | 1 | -3 | 8 | -4 | 1 | 3 | 3
Cc1nc(Nc2ccccc2)sc1C(=O)c1ccccc1 | -2 | -9 | 3 | -3 | x | 7 | -8 | 8 | -2 | -1
Cc1cccc(N2CCN(C(=O)c3cccc(N4C(=O)C5C6C=CC(C6)C5C4=O)c3)CC2C)c1 (centres undefined) | -2 | 6 | 4 | 5 | 0 | -2 | 7 | -6 | 4 | -2
CCN(Cc1ccccc1OC)CC1CCCN(CCc2cccc(OC)c2)C1 (centres undefined) | -9 | -3 | 4 | 4 | 5 | 2 | -10 | -8 | -1 | -4
O=C(Nc1cccnc1)c1ccc(COc2ccccc2Br)cc1 | -27 | -22 | -5 | 1 | -31 | 2 | -10 | 3 | -8 | -3
COc1cc(/C=N/NC(=O)C2CCN(CC(O)COCc3ccccc3)CC2)cc(OC)c1OC (centres undefined) | 0 | 0 | -1 | 1 | 7 | 8 | 1 | -8 | 0 | -6
COCCCN1C(=O)C(CC(=O)NC2CCCCC2)CC(C(=O)N2CCCCCC2)=C1C (centres undefined) | 7 | -2 | 0 | -3 | x | -2 | 5 | 1 | 8 | 3
Cc1cccc(-c2ncc(CN3CCN(CC(C)C)C(CCO)C3)cn2)c1 (centres undefined) | 1 | -1 | -2 | -6 | 4 | 2 | 0 | -6 | 2 | -2

One compound at a time (already shown).
COc1cc(/C=N/NC(=O)C2CCN(CC(O)COCc3ccccc3)CC2)cc(OC)c1OC (centres undefined) as listed: ABHD4 inh: 0; SIAE primary: 0; TDP2 absorb: -1; MBD2 inh: 1; HTRA1 inh: 7; PRMT1 inh: 8; TCR CD3 inh: 1; rCAG binder: -8; NPR2 activator: 0; LEDGF integ inh: -6
Cc1cccc(NC(=O)CNC(=O)CCNC(=O)c2ccc(C(C)(C)C)cc2)c1C as listed: ABHD4 inh: -2; SIAE primary: 9; TDP2 absorb: -6; MBD2 inh: -2; HTRA1 inh: -2; PRMT1 inh: -2; TCR CD3 inh: 3; rCAG binder: -1; NPR2 activator: 0; LEDGF integ inh: 3

(continued)
SMILES | ABHD4 inh | SIAE primary | TDP2 absorb | MBD2 inh | HTRA1 inh | PRMT1 inh | TCR CD3 inh | rCAG binder | NPR2 activator | LEDGF integ inh
COCCn1c(SCc2ccc(F)cc2)nc2ccccc2c1=O | -13 | -5 | -8 | -1 | -24 | 0 | -3 | -5 | -4 | 1
CC(=O)Nc1c(Nc2ccccc2)c2ccccc2oc1=O | 3 | -3 | -2 | 3 | x | 1 | -2 | 1 | 1 | -2
CC(C)c1nc2c([nH]1)c(=O)n(C)c(=O)n2C | -7 | 0 | -2 | -3 | 1 | -1 | -1 | -1 | -2 | 2
COC(=O)c1c(-c2ccccc2)csc1NC(=O)c1c(-c2ccccc2)noc1C | -11 | -5 | 10 | 2 | -16 | 1 | 4 | 3 | 1 | -2
O=C(NCc1n[nH]c(=S)n1-c1ccc(Cl)c(Cl)c1)c1ccco1 | -4 | 4 | -9 | 3 | 1 | 7 | -10 | 4 | 0 | -2
O=C(NNC(=S)Nc1ccccc1)c1cc(Br)ccc1Cl | 3 | 0 | 7 | -4 | 2 | -4 | 8 | 27 | 5 | 0
Oc1ccccc1CN1CCCN(Cc2ccccc2O)C1 | 1 | 1 | 2 | 5 | 7 | 1 | 0 | 3 | -4 | -1
CCN(Cc1ccncc1)Cc1c(O)ccc2ccccc12 | 9 | 5 | -8 | -1 | 1 | 8 | 4 | 5 | 7 | 3
Cc1ccccc1N1C(=O)C2C3C=CC(C2C1=O)N(C)C3=O (centres undefined) | -5 | -3 | 5 | 3 | 5 | 0 | 1 | 1 | 1 | -1
C=CCn1c(SCc2nc3ccccc3c(=O)[nH]2)nc2ccccc2c1=O | -4 | -4 | 1 | 2 | -5 | -1 | 4 | 5 | -5 | 0
COc1ccc(C(O)c2ncc(-c3cccc(OC)c3)[nH]2)cc1 (centres undefined) | -5 | 0 | 1 | 1 | x | -1 | -8 | 2 | 0 | 0
CCOC(=O)Cc1c(Sc2ccccc2)c2cc(C)ccc2n1C | 2 | -1 | -2 | 6 | -9 | 2 | -4 | 6 | -6 | -3
CN/C(=C\[N+](=O)[O-])NCCSCc1ccc(CN(C)C)o1 | 4 | 4 | 7 | -1 | -1 | 1 | 3 | 3 | 4 | 5
O=C(COC(=O)c1cccs1)NCCCc1ccccc1 | 0 | -9 | 0 | -1 | 1 | 1 | 0 | -6 | -1 | -2
COCCn1c(=O)[nH]c2cc(C(=O)NCCc3ccc(S(N)(=O)=O)cc3)ccc2c1=O | -1 | 9 | -4 | -7 | 5 | -5 | -8 | 2 | 1 | 7
Nc1c(N(Cc2ccccc2)C(=O)COc2cccc(Cl)c2)c(=O)[nH]c(=O)n1Cc1ccccc1 | 0 | -4 | 7 | 0 | -5 | -1 | 2 | 5 | -2 | 1
COc1ccc(CNC(=O)C2CCN(c3nc(OC)nc(OC)n3)CC2)cc1 | 3 | -1 | 7 | -3 | -1 | 0 | 2 | -2 | 4 | 4
CN1C(=O)C2(Nc3ccccc3-c3nc4ccccc4n32)c2ccccc21 (centres undefined) | 3 | -1 | -5 | -1 | -18 | -1 | 3 | 0 | -2 | 0
CCCCCCOC(=O)Cc1c(C)nc(-c2ccccc2)[nH]c1=O | 2 | 2 | 5 | 13* | 0 | 1 | 2 | -1 | -3 | -4
CSc1ccccc1NC(=S)Nc1cccc(C(F)(F)F)c1 | -2 | 8 | -1 | -5 | -1 | -3 | -9 | -1 | -4 | 4
COc1ccc(CCNC(=O)Nc2cc(F)c(F)cc2Cl)cc1OC | -12 | -7 | -18 | 7 | -12 | 5 | -11 | -2 | -5 | 3
Cc1ccc(NS(=O)(=O)N2CCCCC2)cc1 | -3 | -3 | 3 | 2 | 4 | -2 | 0 | 2 | -3 | 2
CCOC(=O)c1ccc(NC(=O)CSc2nnc(CCc3ccc(C)o3)n2-c2ccccc2)cc1 | -25 | -7 | -3 | 0 | -33 | 7 | -3 | 5 | 2 | 0
COc1ccc(CC(=O)NCc2cccs2)cc1 | 3 | -6 | 0 | 2 | -2 | -2 | 6 | 0 | 0 | 3
CCNc1ccc(C(=O)OCC(=O)N(Cc2ccccc2)C(C)(C)C)cc1[N+](=O)[O-] | 0 | 5 | 9 | -1 | 1 | -3 | -1 | 0 | 4 | 3
Clc1nc(-c2ccccc2)c2ccccc2n1 | -4 | 10 | -9 | 3 | 2 | -3 | -5 | 0 | 2 | -3
O=C1C=C(Nc2ccccc2O)c2ccccc2C1=O | 48* | 6 | 61* | -29 | 26 | 12 | 3 | -6 | x | 28*
COc1ccc(NC(=O)Nc2nnc([C@H]3C[C@H](O)[C@@H](CO)O3)s2)cc1 | -9 | 1 | 0 | 1 | x | -2 | 3 | 6 | 0 | 8
Brc1ccc(-c2ccc(CNCc3ccccn3)o2)cc1 | 0 | 5 | 2 | -4 | 26 | -2 | 1 | -4 | -21 | 11
O=C(COC(=O)Cc1cccc(C(F)(F)F)c1)Nc1ccc2c(c1)OCCO2 | 0 | -8 | -7 | 0 | -5 | -1 | 3 | -1 | 7 | 1
CC(=O)Nc1cccc(-c2ccnc3c2CC(C(=O)NCc2cccc(Cl)c2)O3)c1 (centres undefined) | -3 | 0 | -6 | 4 | x | 2 | -1 | 2 | 6 | -1
O=C(NCc1ccc(Cl)cc1)[C@@H]1CCCN1S(=O)(=O)c1ccc(Cl)cc1 | -2 | -1 | -8 | 1 | -8 | -1 | -5 | 0 | 0 | -5
C[C@H](CO)N1C[C@H](C)[C@@H](CN(C)C(=O)NC2CCCCC2)Oc2c(NC(=O)CCC(F)(F)F)cccc2C1=O | -7 | -2 | -4 | -2 | 0 | 4 | -6 | 0 | 3 | 1
NNC(=O)CC(=O)NC1(Cc2ccc(O)cc2)CCCCC1 | -5 | 1 | 1 | 2 | -14 | -2 | 0 | 1 | -2 | 2
CCOC(=O)C1=C(N)OC2=C(C(=O)CC(C)(C)C2)C1c1cccnc1 (centres undefined) | 0 | 4 | 2 | -4 | 3 | 2 | -6 | -5 | 4 | 1
Cc1ccccc1OCC(=O)OCC(=O)c1cc(C)n(C2CC2)c1C | 6 | 8 | -1 | 1 | -7 | -1 | -6 | 2 | 0 | -3
Cc1nn(-c2ccc(N3CCCCC3)nn2)c(C)c1CCC(=O)Nc1ccc(F)cc1 | -5 | 2 | -14 | 0 | -5 | -2 | 0 | -4 | -7 | -1
Cc1ccc(S(=O)(=O)N2CCCC(C(=O)NCCc3ccccc3)C2)cc1 (centres undefined) | 5 | -4 | -13 | 1 | 1 | 0 | 9 | -5 | 4 | 0
O=C(NCc1ccco1)C1CCN(C(=O)Cc2ccccc2)CC1 | -3 | -3 | -5 | 0 | 5 | -2 | 1 | 2 | -2 | -2
CCN1C(=O)c2cccc3c(NC(=O)c4ccccc4)ccc1c23 | -14 | -7 | -3 | 4 | 0 | 9 | -11 | 9 | 1 | 3
COc1cccc(CNC(=O)CCn2c(=O)c3cccn3c3cccnc32)c1 | 2 | -3 | -5 | 0 | 4 | 2 | 1 | -1 | -5 | 1
Cc1cccc(OCCCC(=O)N2CCCc3ccccc32)c1C | -7 | -1 | -2 | -2 | -12 | 0 | 2 | -8 | -2 | 0
CCN(CC)C(=O)Cn1c(=O)n(CCC(=O)Nc2ccc(F)cc2)c(=O)c2sccc21 | 3 | 11 | -1 | -3 | 1 | 2 | 3 | 2 | 1 | -1
O=C(N/N=C/c1ccc(Br)s1)c1cccc([N+](=O)[O-])c1 | -9 | 8 | 0 | -3 | 12 | -4 | 8 | 0 | 2 | 4
CC1=CN(S(=O)(=O)c2ccc(C)cc2)C[C@@H]2c3ccccc3N(S(=O)(=O)c3ccc(C)cc3)[C@H]12 | 7 | -3 | -1 | -2 | -11 | -1 | -2 | 7 | 3 | -1

These rows are one share of the data, so the mix of outcomes need not match the whole.
